Screens from PubChem BioAssay.
IDH1 R132H inh = blocks human IDH1 R132H reductase activity | O75874 | diaphorase/resazurin fluorescence, 60 min | inhibition, % at 10 µM | 70,000 compounds, 0.18% hits | AID 624101; in the data active = inhibition above about 34%;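 also: 0% = DMSO and 100% = no enzyme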
Target sequence (O75874 whole entry R132H): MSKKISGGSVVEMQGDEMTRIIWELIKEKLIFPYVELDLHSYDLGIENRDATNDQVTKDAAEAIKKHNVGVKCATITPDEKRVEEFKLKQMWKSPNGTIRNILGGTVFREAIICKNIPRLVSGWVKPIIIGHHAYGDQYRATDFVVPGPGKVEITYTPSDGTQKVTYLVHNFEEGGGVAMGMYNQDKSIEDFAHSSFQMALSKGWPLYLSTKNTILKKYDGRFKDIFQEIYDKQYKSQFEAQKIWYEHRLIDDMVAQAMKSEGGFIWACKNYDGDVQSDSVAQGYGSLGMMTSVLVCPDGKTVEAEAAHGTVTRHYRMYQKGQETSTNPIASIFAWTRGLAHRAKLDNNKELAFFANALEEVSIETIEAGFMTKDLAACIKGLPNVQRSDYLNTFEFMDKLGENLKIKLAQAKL
EZH2 inh = inhibitors of human EZH2/PRC2 methyltransferase. Q15910. PRC2 H3K27 methylation, DELFIA TRF, 1 h. inhibition, % at 12.5 µM. 57,000 compounds, 0.35% hits;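 active = mean inhibition of replicates at least 50% and every single replicate also reaching 50%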;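 also: dimethyl H3K27 on biotinylated H3 21-44 peptide detected by antibody; plate controls were median neutral control wells for no effect and median positive control wells for full effect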
An asterisk follows results filed as active; nt = not tested or not shown; & = joins results of further samples. An excerpt. The share of hits here may be higher or lower than overall.

SMILES	IDH1 R132H inh	EZH2 inh
CCOc1ccc(N=C2NC(=O)C(CC(=O)Nc3ccc(OC)cc3)S2)cc1 (stereo not given)	0.3	-16
CCC(=O)N(C)C[C@H]1Oc2cc(-c3ccc(C#N)cc3)ccc2S(=O)(=O)N([C@H](C)CO)C[C@@H]1C	-2.1	nt
O=C(Nc1ccc(Cl)cc1)N[C@H]1CC[C@H](CCn2cc(-c3ccccc3F)nn2)O[C@@H]1CO	-0.1	1
CNC[C@@H]1Oc2cc(C#CCN(C)C)ccc2S(=O)(=O)N([C@H](C)CO)C[C@@H]1C	-0.7	-8
CCCN(C)C[C@@H]1Oc2ncc(Br)cc2C(=O)N([C@H](C)CO)C[C@@H]1C	1.2&-1.9	27&16
CCCN(C)C[C@@H]1OCCCC[C@@H](C)Oc2ccc(NS(C)(=O)=O)cc2C(=O)N([C@H](C)CO)C[C@H]1C	nt	-4
O=C(CC1CC1)N[C@@H]1CC[C@@H](CCNS(=O)(=O)c2ccc(F)cc2)O[C@H]1CO	0.4	10
C[C@@H]1CN([C@@H](C)CO)S(=O)(=O)c2ccc(-c3ccccc3F)cc2O[C@H]1CN(C)C	-1.0	nt
C[C@H](CO)N1C[C@H](C)[C@@H](CN(C)C(=O)C2CC2)Oc2ncc(C#CC(C)(C)O)cc2C1=O	nt	13
C[C@H](O)C#Cc1cnc2c(c1)C(=O)N([C@@H](C)CO)C[C@@H](C)[C@H](CN(C)C(=O)c1ccncc1)O2	nt	-11
O=C(CSc1nnnn1-c1ccc(F)cc1)c1ccc(O)c(O)c1	-0.6	1
C[C@@H]1CN([C@@H](C)CO)S(=O)(=O)c2ccc(C3=CCCCC3)cc2O[C@H]1CN(C)C(=O)Cc1ccncc1	58*	-9
C[C@@H]1CN([C@@H](C)CO)C(=O)c2cc(Br)cnc2O[C@H]1CN(C)Cc1cccc(F)c1	0.1	6&4
CSc1ccc2c(c1)C(N1CCN(C)CC1)Cc1ccccc1S2 (stereo not given)	-0.8	nt
C[C@@H]1CN([C@H](C)CO)C(=O)Cc2cc(NC(=O)CCCCCC(=O)Nc3ccccc3N)ccc2O[C@H]1CN(C)Cc1ccc(C(F)(F)F)cc1	nt	-16
CCS(=O)(=O)NCC[C@H]1CC[C@H](NS(=O)(=O)c2ccccc2C)[C@H](CO)O1	-0.1	-8
COCC#Cc1ccc2c(c1)O[C@@H](CN(C)C(=O)c1ccccc1F)[C@H](C)CN([C@@H](C)CO)S2(=O)=O	0.1	6
COc1ccccc1NC(=O)Cn1c(C(F)(F)F)nc2ccccc21	0.1	-6
C[C@H](CO)N1C[C@H](C)[C@H](CN(C)C)Oc2c(NC(=O)Nc3cccc4ccccc34)cccc2C1=O	2.3	nt
COc1ccc(CN(C)C[C@@H]2Oc3c(NS(C)(=O)=O)cccc3C(=O)N([C@H](C)CO)C[C@@H]2C)cc1	-0.2	-4
C[C@H]1CN([C@@H](C)CO)C(=O)c2cc(NC(=O)C3CCCCC3)ccc2O[C@H]1CN(C)S(C)(=O)=O	-1.9	9
CCCN(C)C[C@H]1Oc2cc(-c3ccncc3)ccc2S(=O)(=O)N([C@H](C)CO)C[C@H]1C	7.0	-5
O=c1cc(N2CCOCC2)oc2c(-c3ccccc3)cccc12	3.0	nt
Cc1noc(C)c1S(=O)(=O)N(C)C[C@@H]1Oc2ccc(NS(=O)(=O)c3ccccc3)cc2CC(=O)N([C@@H](C)CO)C[C@H]1C	0.2	nt
CS(=O)(=O)Nc1ccc2c(c1)[C@H]1C[C@@H](CC(=O)NCc3ccc(Cl)cc3)O[C@@H](CO)[C@H]1O2	-0.1	-6
COc1ccc(NC(=O)N(C)C[C@@H]2OCCCC[C@H](C)Oc3ccc(NC(=O)C4CCCCC4)cc3C(=O)N([C@H](C)CO)C[C@H]2C)cc1	2.2	nt
C[C@@H]1CN([C@H](C)CO)C(=O)c2cc(NC(=O)NC3CCCCC3)ccc2O[C@@H](C)CCCCO[C@@H]1CN(C)S(=O)(=O)c1ccccc1	3.0	nt
C[C@H](CO)N1C[C@H](C)[C@H](CN(C)CC2CC2)Oc2ccc(NC(=O)C3CC3)cc2CC1=O	-2.2	12
CCCNC(=O)N1C[C@H](C)[C@H](OC)CN(C)C(=O)c2cc(NC(=O)CCC)ccc2OC[C@@H]1C	-0.2	-7
O=C(N/N=C/c1ccc(F)c(Oc2ccccc2)c1)c1ccccc1O	-0.2	21
C[C@H](CO)N1C[C@H](C)[C@@H](CN(C)Cc2ccc(C(=O)O)cc2)Oc2ccc(NC(=O)Cc3ccccc3)cc2C1=O	2.5	-2
O=C(C[C@H]1CC[C@H](NC(=O)c2ccccn2)[C@H](CO)O1)NCc1cccc(F)c1	-0.3	12
C[C@H](CO)N1C[C@H](C)[C@H](CN(C)S(=O)(=O)c2ccccc2)Oc2ccc(NC(=O)Nc3ccc4c(c3)OCO4)cc2CC1=O	0.4	nt
Cn1c(=S)n(CCSc2nc3ccccc3n2-c2ccccc2)c2ccccc21	0.1	12
CC(C)CC#Cc1cnc2c(c1)C(=O)N([C@@H](C)CO)C[C@@H](C)[C@H](CN(C)C(=O)Nc1cc(F)ccc1F)O2	0.9	-22
O=C(CN1C(=O)c2ccccc2S1(=O)=O)Nc1cccc(Br)c1	-0.1	-4
C[C@@H]1CCCCO[C@H](CN(C)S(=O)(=O)c2cccs2)[C@@H](C)CN([C@H](C)CO)C(=O)c2cc(N(C)C)ccc2O1	0.2	8
COc1ccc(NC(=O)Nc2ccc3c(c2)C(=O)N([C@H](C)CO)C[C@H](C)[C@H](CN(C)C(=O)Nc2ccc(C(F)(F)F)cc2)O3)cc1	0.7	nt
COc1ccc(NC(=O)N(C)C[C@H]2OCCCC[C@H](C)Oc3ccc(N(C)C)cc3C(=O)N([C@@H](C)CO)C[C@@H]2C)cc1	-0.3	3
C/C=C/c1ccc(OCCCSc2nc(C)cc(=O)[nH]2)c(OC)c1	0.1	12
CC(C)(C)[C@]1(O)CCN2C[C@H]3c4ccccc4CCc4cccc(c43)[C@@H]2C1	0.9	-7
COc1cc(OC)c2ccc(=O)oc2c1CC(O)C(C)(C)OC (stereo not given)	-0.1	17
COc1cc(/C=C/C(=O)NCC(O)c2ccc(O)cc2)ccc1O (stereo not given)	-0.1	25
C[C@@H]1CN([C@@H](C)CO)C(=O)Cc2cc(NS(=O)(=O)c3cccs3)ccc2O[C@H]1CN(C)S(=O)(=O)c1cccs1	1.9	nt
CO[C@@H]1CN(C)C(=O)c2cc(NC(=O)NC(C)C)ccc2OC[C@H](C)N(Cc2ccccc2)C[C@H]1C	0.3	-3
CC(C)NC(=O)N(C)C[C@@H]1Oc2ccc(N(C)C)cc2CC(=O)N([C@@H](C)CO)C[C@@H]1C	1.1	-1
O=C(NCC[C@@H]1CC[C@H](NC(=O)C2CCC2)[C@H](CO)O1)Nc1ccc(Cl)cc1	-0.1	-5
CSc1nsc(SCC(=O)Nc2ccc(C(C)=O)cc2)n1	0.6	nt
CO[C@@H]1CN(C)C(=O)c2cc(NC(=O)c3ccccc3)ccc2OC[C@H](C)N(C(=O)CN(C)C)C[C@H]1C	0.1	-15
C[C@@H]1CN([C@H](C)CO)C(=O)c2cccc(NC(=O)c3ccncc3)c2O[C@@H]1CN(C)Cc1ccc(C(F)(F)F)cc1	0.9	0

Remaining list, next part.
SMILES	IDH1 R132H inh	EZH2 inh
C[C@@H]1CN([C@@H](C)CO)C(=O)c2cc(NC(=O)CCCN(C)C)ccc2O[C@@H](C)CCCCO[C@H]1CN(C)Cc1ccccc1	1.2	-12
C[C@@H]1CN([C@@H](C)CO)C(=O)c2cccc(NC(=O)c3ccncc3)c2O[C@H]1CN(C)Cc1ccc2c(c1)OCO2	-0.4	1
C[C@H]1CN([C@@H](C)CO)C(=O)c2cc(C3=CCCC3)cnc2O[C@@H]1CN(C)C(=O)C1CCOCC1	nt	4
CO[C@@H]1CN(C)C(=O)c2cc(NC(C)=O)ccc2OC[C@H](C)N(Cc2cccc(F)c2)C[C@H]1C	0.5	11
CC(C)CC#Cc1ccc2c(c1)O[C@H](CN(C)Cc1ccccc1F)[C@@H](C)CN([C@@H](C)CO)S2(=O)=O	0.3	nt
COc1cccc(NC(=O)CN(c2ccc(C)cc2C)S(C)(=O)=O)c1	0.1	2
COc1ccc(S(=O)(=O)N(C)C[C@H]2Oc3ccc(N(C)C)cc3CC(=O)N([C@@H](C)CO)C[C@@H]2C)cc1	5.3	13
C[C@@H]1CCCCO[C@@H](CN(C)C(=O)Nc2ccc(C(F)(F)F)cc2)[C@H](C)CN([C@H](C)CO)C(=O)c2cc(NS(=O)(=O)c3ccccc3)ccc2O1	0.5	nt
CC1CC(=O)C2C(O)(C1)CC(O)C13OC1c1c(O)cccc1C(=O)C23O (stereo not given)	-0.3	nt
C[C@H](CO)N1C[C@H](C)[C@H](CN(C)Cc2ccc(Oc3ccccc3)cc2)Oc2c(NC(=O)C3CCCCC3)cccc2C1=O	2.2	nt
CC(=O)N(C)C[C@H]1Oc2cc(C3=CCCC3)ccc2S(=O)(=O)N([C@H](C)CO)C[C@@H]1C	6.1	7
CO[C@@H]1CN(C)C(=O)c2ccc(NC(=O)C3CCOCC3)cc2OC[C@@H](C)N(Cc2nccs2)C[C@H]1C	0.0	6
CC(C)=CCC[C@@H](C)C/C=N/NC(=O)c1ccccn1	nt	-2
CCOC(=O)c1c(C2COc3ccccc3O2)csc1NC(=S)Nc1ccccc1 (stereo not given)	0.6	-7
C[C@@H]1CCCCO[C@H](CN(C)C(=O)c2ccccc2)[C@@H](C)CN([C@H](C)CO)C(=O)c2cc(NC(=O)Nc3ccccc3)ccc2O1	-1.8	nt
C[C@H](CO)N1C[C@H](C)[C@H](CN(C)S(=O)(=O)c2cccs2)Oc2c(NC(=O)CCCCCC(=O)Nc3ccccc3N)cccc2C1=O	nt	-10
C[C@@H]1CN([C@H](C)CO)C(=O)c2cc(NC(=O)CCC(F)(F)F)ccc2O[C@H]1CN(C)Cc1ccc(C(=O)Nc2ccccc2N)cc1	-0.1	-7
C[C@@H]1CN([C@H](C)CO)S(=O)(=O)c2ccc(C#Cc3ccccc3F)cc2O[C@@H]1CN(C)C(=O)Cc1ccncc1	1.1	-22
COc1ccc([Si](C)(C)[C@H]2[C@H](CCn3cc([C@H](O)c4ccccc4)nn3)O[C@@]3(C(=O)N(Cc4ccc(N5CCOC5=O)cc4)c4ccccc43)[C@@H]2C)cc1	nt	1
COC(=O)c1ccccc1NC(=O)C1=C(C)NC(=S)NC1c1cc(Cl)cc(OC)c1OC(C)C (stereo not given)	-0.2	11
CNC[C@@H]1Oc2cc(-c3ccccc3F)ccc2S(=O)(=O)N([C@@H](C)CO)C[C@H]1C	-1.4	-6
COc1ccc(NC(=O)CC(c2ccccc2)c2ccco2)cc1 (stereo not given)	0.0	11
CN(c1cccc(NC(=O)c2ccccc2N(C)S(C)(=O)=O)c1)S(C)(=O)=O	0.0	-20
CCN(CC(=O)Nc1ccccc1)S(=O)(=O)c1ccc(C)cc1	-0.3	5
O=C(Nc1ccc2c(c1)OCO2)N[C@H]1C=C[C@H](CC(=O)N2CCN(c3ccccc3)CC2)O[C@H]1CO	0.1	21
C[C@H](CO)N1C[C@H](C)[C@H](CN(C)Cc2cccnc2)Oc2cc(-c3cncnc3)ccc2S1(=O)=O	1.2	1
C[C@@H]1CN([C@H](C)CO)C(=O)c2cc(C#CC3(O)CCCC3)cnc2O[C@H]1CN(C)Cc1ccccn1	0.3	-4
Cc1noc(C)c1S(=O)(=O)Nc1ccc2c(c1)C(=O)N([C@H](C)CO)C[C@H](C)[C@@H](CN(C)C(=O)Nc1ccc3c(c1)OCO3)OCCCC[C@@H](C)O2	2.7	nt
CC(O)c1nc2ccccc2n1CCCOc1ccccc1 (stereo not given)	0.8	1
CO[C@@H]1CN(C)C(=O)c2cc(NC(=O)c3nc4ccccc4s3)ccc2OC[C@@H](C)N(Cc2cncnc2)C[C@H]1C	-0.7	-13
CN(C)CC(=O)Nc1ccc2c(c1)[C@H]1C[C@@H](CC(=O)N(C)C)O[C@@H](CO)[C@H]1O2	0.1	5

Some of the entries above, set out differently:
Every second line gives: IDH1 R132H inh | EZH2 inh
COc1ccc([Si](C)(C)[C@H]2[C@H](CCn3cc([C@H](O)c4ccccc4)nn3)O[C@@]3(C(=O)N(Cc4ccc(N5CCOC5=O)cc4)c4ccccc43)[C@@H]2C)cc1
→ nt | 1
COC(=O)c1ccccc1NC(=O)C1=C(C)NC(=S)NC1c1cc(Cl)cc(OC)c1OC(C)C (stereo not given)
→ -0.2 | 11
CNC[C@@H]1Oc2cc(-c3ccccc3F)ccc2S(=O)(=O)N([C@@H](C)CO)C[C@H]1C
→ -1.4 | -6
COc1ccc(NC(=O)CC(c2ccccc2)c2ccco2)cc1 (stereo not given)
→ 0.0 | 11
CN(c1cccc(NC(=O)c2ccccc2N(C)S(C)(=O)=O)c1)S(C)(=O)=O
→ 0.0 | -20
CCN(CC(=O)Nc1ccccc1)S(=O)(=O)c1ccc(C)cc1
→ -0.3 | 5
O=C(Nc1ccc2c(c1)OCO2)N[C@H]1C=C[C@H](CC(=O)N2CCN(c3ccccc3)CC2)O[C@H]1CO
→ 0.1 | 21
C[C@H](CO)N1C[C@H](C)[C@H](CN(C)Cc2cccnc2)Oc2cc(-c3cncnc3)ccc2S1(=O)=O
→ 1.2 | 1
C[C@@H]1CN([C@H](C)CO)C(=O)c2cc(C#CC3(O)CCCC3)cnc2O[C@H]1CN(C)Cc1ccccn1
→ 0.3 | -4
Cc1noc(C)c1S(=O)(=O)Nc1ccc2c(c1)C(=O)N([C@H](C)CO)C[C@H](C)[C@@H](CN(C)C(=O)Nc1ccc3c(c1)OCO3)OCCCC[C@@H](C)O2
→ 2.7 | nt
